DDE Tn7 FP inh: DD(E)-Tn7 binding inhibition, primary FP screen; P02675; FP displacement of FITC-Tn7 peptide from fibrin DD(E); 0% = median of compound wells per plate; inhibition, % at 8.3 µM; 370,000 tested, 0.13% active; AID 720508;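 active = inhibition above the mean of compounds falling within the control limits plus 3 SD of them, cut at about 14% in these data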;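 note: 0% = plate median of compound wells and 100% = 10 µM Aha-Tn7 peptide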
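Assay system: Human clot-derived fibrin DD(E) complex | Buffer or medium: Tris/NaCl/CaCl2 buffer, pH 7.8 | Repeats: One replicate per compound | Benchmarks: Aha-Tn7 high control | Measure: % inhibition scaled between sample-field median and high-control FP | Schedule: 10 min plus 3 h, room temperature | Signal: Fluorescence polarization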
Rev-erbA mod: modulators of human Rev-erb alpha DNA binding; activity, % at 10 µM; P20393; 370,000 tested, 0.79% active; Rev-erbα–FITC-DNA binding, fluorescence polarization, 90 min;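 active = activity above about 14%, limit read from the data; passing the limit was not always enough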;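 note: 0% = DMSO wells with 35 nM protein and 100% = DMSO wells with 750 nM protein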
ARFGAP1 inh: inhibits rat ARF GTPase activating protein 1; 360,000 tested, 0.26% active; Arfgap1-stimulated ARF1 GTP hydrolysis, GDP FP detection; Q62848; inhibition, % at 16.5 µM; AID 651572;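 active = inhibition above a per-plate limit, mean inhibition of low control wells plus 3 SD, cut at about 25% in these data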;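 note: 0% = DMSO wells with enzyme and 100% = wells lacking Arfgap1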
Target sequence (Q62848 1-136 limits assumed): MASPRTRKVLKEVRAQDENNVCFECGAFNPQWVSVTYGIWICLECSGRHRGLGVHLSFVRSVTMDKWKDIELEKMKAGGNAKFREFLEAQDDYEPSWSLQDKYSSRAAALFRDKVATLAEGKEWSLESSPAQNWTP
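Repeats: one replicate per compound; assay system: rat Arfgap1 catalytic domain, aa 1-136; times: enzyme reaction 120 min at 25 °C after 20 min preincubation; detection: FP of antibody-bound GDP Alexa 633 tracer, ex 620/em 688 nm; benchmarks: high control wells lacking Arfgap1, low control full reaction with DMSO; reagent: human ARF1(Δ1-17)-GTP substrate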
Tn6 DDE FP: disrupts Tn6 cyclic peptide binding to fibrin D-Dimer-E complex; inhibition, % at 8.3 µM; 370,000 tested, 0.21% active; Fibrin DD(E) TRITC-Tn6 fluorescence polarization displacement; AID 720509;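 active = inhibition above a per-campaign cutoff: mean of compounds within control limits plus 3 SD, cut at about 15% in these data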;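 note: 0% = median of all compound wells on the plate and 100% = blocking peptide control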
HGIII-sPLA2 inh: Blocks human group III sPLA2 activity; QFRET BODIPY PC-A2 liposome hydrolysis, fluorescence; AID 743126; Q9NZ20; 370,000 tested, 0.56% active; inhibition, % at 12.2 µM;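 active = inhibition above mean plus 3 SD of compounds lying within the high and low control bounds, cut at about 19% in these data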;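 note: 0% = median of test compound wells and 100% = no enzyme DMSO wells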
Target sequence (Q9NZ20 whole entry, looked up): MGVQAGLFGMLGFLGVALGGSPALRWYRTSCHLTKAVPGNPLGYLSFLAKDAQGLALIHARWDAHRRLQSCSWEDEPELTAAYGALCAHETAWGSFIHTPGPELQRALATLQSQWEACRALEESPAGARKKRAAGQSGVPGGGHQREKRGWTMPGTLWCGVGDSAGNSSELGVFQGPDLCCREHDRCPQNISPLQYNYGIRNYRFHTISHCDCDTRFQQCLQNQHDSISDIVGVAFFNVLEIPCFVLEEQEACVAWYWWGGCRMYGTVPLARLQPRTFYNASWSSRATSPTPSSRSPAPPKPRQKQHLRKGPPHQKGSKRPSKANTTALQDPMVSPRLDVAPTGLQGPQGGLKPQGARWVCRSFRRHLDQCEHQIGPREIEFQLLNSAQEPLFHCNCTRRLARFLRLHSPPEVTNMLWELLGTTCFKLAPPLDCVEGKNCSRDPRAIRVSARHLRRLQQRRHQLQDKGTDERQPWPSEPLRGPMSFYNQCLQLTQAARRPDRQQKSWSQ
proKLK7 act: proKLK7 (human) activation, primary screen; P49862; purified proKLK7, EDANS-DABCYL substrate fluorescence; 100% is mature enzyme control, 0% vehicle; activation, % at 7 µM; 370,000 tested, 0.9% active; AID 652039;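 active = activation above the mean of all tested compounds plus 3 SD, computed per campaign excluding outliers beyond control limits, cut at about 13% in these data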
Target sequence (P49862 whole entry, looked up): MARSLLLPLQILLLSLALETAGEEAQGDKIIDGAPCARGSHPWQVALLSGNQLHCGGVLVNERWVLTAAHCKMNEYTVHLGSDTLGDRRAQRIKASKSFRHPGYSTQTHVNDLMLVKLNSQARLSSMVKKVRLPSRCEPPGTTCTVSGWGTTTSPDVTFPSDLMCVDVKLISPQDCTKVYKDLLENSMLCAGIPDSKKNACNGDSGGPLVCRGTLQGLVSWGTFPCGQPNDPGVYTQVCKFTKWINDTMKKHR
ASAP1 inh: ASAP1 ArfGAP inhibition | ASAP1-stimulated ARF1 GTP hydrolysis, GDP FP detection | inhibition, % at 16.5 µM | 360,000 tested, 0.19% active | AID 624377 | Q9ULH1; in the data active = inhibition above about 25%;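 note: 0% = vehicle with enzyme and substrate and 100% = no enzyme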
PLCg1 inh: PLC-gamma1 (human) inhibition, primary screen | 370,000 tested, 0.84% active | P19174 | purified PLC-gamma1, fluorogenic substrate, fluorescence | AID 720700 | inhibition, % at 12.2 µM; in the data active = inhibition above about 9.5%
UHRF1 MBD2 ctr: blocks human UHRF1 binding to methylated DNA. UHRF1 binding to methylated oligo, TR-FRET. Q96T88. inhibition, % at 4.4 µM. AID 687016. 370,000 tested, 0.75% active; in the data active = inhibition above about 21%;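 note: UHRF1 SRA domain binding a hemimethylated CpG hairpin DNA probe; 0% = median of test compound wells and 100% = reference inhibitor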
PLCb3 inh: PLC-beta3 (human) inhibition, primary screen; Q01970; Purified PLC-beta3, fluorogenic substrate, fluorescence; inhibition, % at 12.2 µM; 370,000 tested, 0.18% active; AID 720704; in the data active = inhibition above about 11%;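 note: 0% = median of compound wells on plate and 100% = full blocker control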
* = called active by the depositor.

Results for COc1cc(Cl)c(C)cc1NC(=O)COc1ccccc1[N+](=O)[O-] ?
DDE Tn7 FP inh: 9; Rev-erbA mod: -9; ARFGAP1 inh: -2; Tn6 DDE FP: 8; HGIII-sPLA2 inh: -2; proKLK7 act: 0.3; ASAP1 inh: 15; PLCg1 inh: 0; UHRF1 MBD2 ctr: -1; PLCb3 inh: 2

What do the screens show for `Cc1nn(-c2ccccc2)nc1CNC(=O)CC(C)(C)C`?
DDE Tn7 FP inh: -13; Rev-erbA mod: 2; ARFGAP1 inh: 0; Tn6 DDE FP: -1; HGIII-sPLA2 inh: -1; proKLK7 act: 1.3; ASAP1 inh: -5; PLCg1 inh: 2; UHRF1 MBD2 ctr: 0; PLCb3 inh: 0

Results for O=C(O)/C(=C\c1cccc(O)c1)c1ccc(S(=O)(=O)N2CCCC2)s1 ?
DDE Tn7 FP inh: -5; Rev-erbA mod: -10; ARFGAP1 inh: 2; Tn6 DDE FP: -4; HGIII-sPLA2 inh: -11; proKLK7 act: -0.1; ASAP1 inh: 4; PLCg1 inh: -3; UHRF1 MBD2 ctr: 0; PLCb3 inh: -7

What do the screens show for `CCN1CCN(CCNC(=O)CCCCCn2c(=O)[nH]c3cc(C(=O)OC)ccc3c2=O)CC1`?
DDE Tn7 FP inh: 6; Rev-erbA mod: 1; ARFGAP1 inh: -15; Tn6 DDE FP: -1; HGIII-sPLA2 inh: 1; proKLK7 act: -6.0; ASAP1 inh: 0; PLCg1 inh: -134; UHRF1 MBD2 ctr: -4; PLCb3 inh: -174

How did Cc1noc(C)c1COc1ccc(C(=O)OCC(=O)Nc2cccc(S(=O)(=O)N3CCOCC3)c2)cc1 do in these assays?
DDE Tn7 FP inh: 2; Rev-erbA mod: 4; ARFGAP1 inh: 9; Tn6 DDE FP: 10; HGIII-sPLA2 inh: -37; proKLK7 act: 0.2; ASAP1 inh: -7; PLCg1 inh: 8; UHRF1 MBD2 ctr: 1; PLCb3 inh: 2

How did O=C(NCCOc1ccc(F)cc1)C1CCC(=O)N(Cc2ccc(Cl)cc2)C1 (configuration not stated) do in these assays?
DDE Tn7 FP inh: -7; Rev-erbA mod: 0; ARFGAP1 inh: 18; Tn6 DDE FP: -4; HGIII-sPLA2 inh: -4; proKLK7 act: -0.2; ASAP1 inh: -13; PLCg1 inh: 1; UHRF1 MBD2 ctr: -2; PLCb3 inh: 1

How did O=C(CSc1cccc(C(F)(F)F)c1)Nc1ccc(Cl)cc1Cl do in these assays?
DDE Tn7 FP inh: 4; Rev-erbA mod: 7; ARFGAP1 inh: 5; Tn6 DDE FP: -4; HGIII-sPLA2 inh: 6; proKLK7 act: -0.6; ASAP1 inh: 9; PLCg1 inh: 4; UHRF1 MBD2 ctr: 1; PLCb3 inh: 0

Results for CC(C)NC(=O)c1cc2n(n1)C(C(F)(F)F)CC(c1ccco1)N2 (configuration not stated) ?
DDE Tn7 FP inh: -4; Rev-erbA mod: 1; ARFGAP1 inh: 2; Tn6 DDE FP: -4; HGIII-sPLA2 inh: -2; proKLK7 act: 0.2; ASAP1 inh: 0; PLCg1 inh: -2; UHRF1 MBD2 ctr: 2; PLCb3 inh: -2

How did C[n+]1c2n(c3ccccc31)N=C(c1ccc(-c3ccccc3)cc1)CS2 do in these assays?
DDE Tn7 FP inh: -6; Rev-erbA mod: 3; ARFGAP1 inh: -6; Tn6 DDE FP: 1; HGIII-sPLA2 inh: -33; proKLK7 act: -0.3; ASAP1 inh: -5; PLCg1 inh: 4; UHRF1 MBD2 ctr: -46; PLCb3 inh: 3

How did CCC(Sc1ncccc1C(=O)OC(C)C)C(=O)N1CCOCC1 (configuration not stated) do in these assays?
DDE Tn7 FP inh: 1; Rev-erbA mod: -7; ARFGAP1 inh: 20; Tn6 DDE FP: -6; HGIII-sPLA2 inh: 2; proKLK7 act: 0.5; ASAP1 inh: -7; PLCg1 inh: 0; UHRF1 MBD2 ctr: 4; PLCb3 inh: -1

How did Oc1ccc(C[C@H]2CNCCN2CCc2cc(C(F)(F)F)cc(C(F)(F)F)c2)cc1 do in these assays?
DDE Tn7 FP inh: 3; Rev-erbA mod: 1; ARFGAP1 inh: 10; Tn6 DDE FP: 0; HGIII-sPLA2 inh: 5; proKLK7 act: 0.1; ASAP1 inh: 4; PLCg1 inh: -1; UHRF1 MBD2 ctr: 4; PLCb3 inh: 0

How did COC(=O)[C@]1(Cc2ccccc2)N[C@H](CN(C)S(=O)(=O)c2ccc(OC)cc2)[C@@H]2C(=O)N(C)C(=O)[C@@H]21 do in these assays?
DDE Tn7 FP inh: 4; Rev-erbA mod: -6; ARFGAP1 inh: -1; Tn6 DDE FP: 0; HGIII-sPLA2 inh: 0; proKLK7 act: 0.4; ASAP1 inh: 10; PLCg1 inh: -2; UHRF1 MBD2 ctr: 2; PLCb3 inh: 4

What do the screens show for `CC(O)(c1ccc(F)c(F)c1)c1nc(-c2cc(F)cc(F)c2)cs1` (configuration not stated)?
DDE Tn7 FP inh: 1; Rev-erbA mod: 1; ARFGAP1 inh: 4; Tn6 DDE FP: -10; HGIII-sPLA2 inh: -8; proKLK7 act: 0.6; ASAP1 inh: -5; PLCg1 inh: 1; UHRF1 MBD2 ctr: 1; PLCb3 inh: 3

What do the screens show for `Cc1cc(C)c2c(N=NN3CCCCC3)[nH]nc2n1`?
DDE Tn7 FP inh: -6; Rev-erbA mod: 4; ARFGAP1 inh: -6; Tn6 DDE FP: 3; HGIII-sPLA2 inh: 5; proKLK7 act: 0.0; ASAP1 inh: -13; PLCg1 inh: -4; UHRF1 MBD2 ctr: -1; PLCb3 inh: -1

What do the screens show for `CCN(c1ccc(C)c(C)c1)S(=O)(=O)c1c(C)[nH]c(=O)[nH]c1=O`?
DDE Tn7 FP inh: -3; Rev-erbA mod: -5; ARFGAP1 inh: 2; Tn6 DDE FP: 2; HGIII-sPLA2 inh: -3; proKLK7 act: 0.3; ASAP1 inh: 2; PLCg1 inh: -3; UHRF1 MBD2 ctr: -1; PLCb3 inh: 1

How did Cc1ccc(N)cc1O do in these assays?
DDE Tn7 FP inh: 2; Rev-erbA mod: -6; ARFGAP1 inh: -4; Tn6 DDE FP: 4; HGIII-sPLA2 inh: -1; proKLK7 act: 1.1; ASAP1 inh: -11; PLCg1 inh: -84; UHRF1 MBD2 ctr: 1; PLCb3 inh: -108

Results for COc1cccc(C2CC(C(F)(F)F)n3ncc(C(=O)O)c3N2)c1 (configuration not stated) ?
DDE Tn7 FP inh: 5; Rev-erbA mod: -5; ARFGAP1 inh: -7; Tn6 DDE FP: 1; HGIII-sPLA2 inh: 3; proKLK7 act: 0.3; ASAP1 inh: 2; PLCg1 inh: 1; UHRF1 MBD2 ctr: 1; PLCb3 inh: -2

Results for CN(C)c1cccc(-c2cc(Nc3ccc(C(C)(C)C)cc3)ncn2)c1 ?
DDE Tn7 FP inh: 1; Rev-erbA mod: -3; ARFGAP1 inh: 15; Tn6 DDE FP: 0; HGIII-sPLA2 inh: -1; proKLK7 act: -0.3; ASAP1 inh: 12; PLCg1 inh: -304; UHRF1 MBD2 ctr: 0; PLCb3 inh: -397

What do the screens show for `C=C(C)[C@@H](O)COc1c2ccoc2cc2oc(=O)ccc12`?
DDE Tn7 FP inh: 0; Rev-erbA mod: 5; ARFGAP1 inh: -6; Tn6 DDE FP: 1; HGIII-sPLA2 inh: 1; proKLK7 act: 0.8; ASAP1 inh: 3; PLCg1 inh: -41; UHRF1 MBD2 ctr: -4; PLCb3 inh: -54

What do the screens show for `CCOC(=O)CCC(=O)Nc1cccc([N+](=O)[O-])c1`?
DDE Tn7 FP inh: 1; Rev-erbA mod: -3; ARFGAP1 inh: 6; Tn6 DDE FP: -3; HGIII-sPLA2 inh: 1; proKLK7 act: 0.4; ASAP1 inh: 2; PLCg1 inh: 1; UHRF1 MBD2 ctr: 0; PLCb3 inh: 5

What do the screens show for `CCOc1ccc(NS(=O)(=O)c2ccc(C(=O)N(C)CC(=O)Nc3cccc(OC)c3)cc2)cc1`?
DDE Tn7 FP inh: -1; Rev-erbA mod: 3; ARFGAP1 inh: 14; Tn6 DDE FP: 0; HGIII-sPLA2 inh: -45; proKLK7 act: -0.2; ASAP1 inh: -4; PLCg1 inh: 4; UHRF1 MBD2 ctr: 3; PLCb3 inh: -7

How did COc1ccccc1/C(C)=N/Oc1cc(N)cc([N+](=O)[O-])c1 do in these assays?
DDE Tn7 FP inh: -4; Rev-erbA mod: 1; ARFGAP1 inh: -7; Tn6 DDE FP: 5; HGIII-sPLA2 inh: -28; proKLK7 act: 0.0; ASAP1 inh: 5; PLCg1 inh: 3; UHRF1 MBD2 ctr: -4; PLCb3 inh: -11

How did CC(NC(=O)CN1CCN(c2ccc(Cl)cc2)CC1)c1ccccc1 (configuration not stated) do in these assays?
DDE Tn7 FP inh: 1; Rev-erbA mod: 2; ARFGAP1 inh: -10; Tn6 DDE FP: 7; HGIII-sPLA2 inh: 2; proKLK7 act: 0.5; ASAP1 inh: -7; PLCg1 inh: 3; UHRF1 MBD2 ctr: 5; PLCb3 inh: 0

How did CN(C)c1ccc(/C=N/N=C/c2ccccc2O)cc1 do in these assays?
DDE Tn7 FP inh: -1; Rev-erbA mod: -1; ARFGAP1 inh: -5; Tn6 DDE FP: 4; HGIII-sPLA2 inh: 11; proKLK7 act: -3.0; ASAP1 inh: -2; PLCg1 inh: -18; UHRF1 MBD2 ctr: 2; PLCb3 inh: -33

How did COC(=O)c1cc(C(=O)OC)cc(N2C(=O)CC(N3CCN(c4ccccc4)CC3)C2=O)c1 (configuration not stated) do in these assays?
DDE Tn7 FP inh: 8; Rev-erbA mod: 3; ARFGAP1 inh: 8; Tn6 DDE FP: 1; HGIII-sPLA2 inh: 2; proKLK7 act: -0.4; ASAP1 inh: -3; PLCg1 inh: -4; UHRF1 MBD2 ctr: 0; PLCb3 inh: -6

Results for CC(=O)N1N=C(c2ccc(Br)cc2)CC1c1cccc([N+](=O)[O-])c1 (configuration not stated) ?
DDE Tn7 FP inh: 5; Rev-erbA mod: -5; ARFGAP1 inh: 3; Tn6 DDE FP: 4; HGIII-sPLA2 inh: -3; proKLK7 act: 0.3; ASAP1 inh: 3; PLCg1 inh: -1; UHRF1 MBD2 ctr: -2; PLCb3 inh: 1

Among those listed so far, 2 contain an aryl thioether with sulfur outside any ring:
How did O=C(CSc1cccc(C(F)(F)F)c1)Nc1ccc(Cl)cc1Cl do in these assays?
DDE Tn7 FP inh: 4; Rev-erbA mod: 7; ARFGAP1 inh: 5; Tn6 DDE FP: -4; HGIII-sPLA2 inh: 6; proKLK7 act: -0.6; ASAP1 inh: 9; PLCg1 inh: 4; UHRF1 MBD2 ctr: 1; PLCb3 inh: 0

How did CCC(Sc1ncccc1C(=O)OC(C)C)C(=O)N1CCOCC1 (configuration not stated) do in these assays?
DDE Tn7 FP inh: 1; Rev-erbA mod: -7; ARFGAP1 inh: 20; Tn6 DDE FP: -6; HGIII-sPLA2 inh: 2; proKLK7 act: 0.5; ASAP1 inh: -7; PLCg1 inh: 0; UHRF1 MBD2 ctr: 4; PLCb3 inh: -1
